High-throughput results: PubChem BioAssay, several laboratories
P. falciparum M1AAP: P. falciparum M1AAP inhibitors, biochemical, fluorogenic H-Leu-NHMec substrate, 1536-well (AID 1445); recombinant M1AAP, H-Leu-NHMec fluorogenic kinetic assay; higher % means a stronger effect; inhibition, % at 30 µM; hits with a dose series show IC50 in µM; 220,000 tested, 0.42% active;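 active means primary inhibition above the hit cutoff, then over 50% inhibition at one or more dose response concentrations, cut at about 23% in these data, passing the limit was not always enough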;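 further: plate controls were DMSO full reaction for no effect and no enzyme background for full effect; strong numbers were not always called active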
XIAP antagonists: XIAP antagonists, biochemical, IAP family, fluorescence polarization (AID 1018); one-dose displacement, % at 20 µM; IC50 in µM for titrated hits; XIAP BIR domain, fluorescence polarization peptide displacement; higher % means a stronger effect; 200,000 tested, 0.007% active; in the data active means displacement above about 50%; further: a part of the inactive calls stands beside numbers as strong as those of hits
human PMI inhibition: inhibitors of human PMI, primary screen, biochemical, fluorescence intensity, coupled assay (AID 1209); purified PMI enzyme, coupled fluorescence intensity; higher % means a stronger effect; inhibition, % at 20 µM, or IC50 in µM where a hit was titrated; 190,000 tested, 0.42% active;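 further: plate controls were DMSO vehicle for no effect and wells lacking substrate for full effect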
M17LAP inhibition: P. falciparum M17LAP inhibitors, primary screen, biochemical, fluorogenic H-Leu-NHMec substrate, 1536-well (AID 1619); recombinant M17LAP, H-Leu-NHMec fluorogenic kinetic assay; higher % means a stronger effect; one-dose inhibition, % at 30 µM; IC50 in µM for titrated hits; 220,000 tested, 0.38% active;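 active means compound inhibiting the enzyme by more than half at any dose during confirmatory dose-response retesting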;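 further: plate controls were full reaction with DMSO carrier for no effect and no enzyme background for full effect; strong numbers were not always called active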
LYP inhibition: PTPN22 lymphoid phosphatase activity blockers – biochemical, fluorescence intensity, uHTS (AID 1779) | recombinant LYP phosphatase, fluorescence intensity; higher % means a stronger effect | one-dose inhibition, % at 11.5 µM; IC50 in µM for titrated hits | 290,000 tested, 0.054% active;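 further: plate controls were vehicle with enzyme for no effect and no enzyme for full effect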
ER stress rescue: rescue of cells from ER stress-induced death, primary screen, 384-well, CSM14.1, thapsigargin, ATP luminescence (AID 1222). CSM14.1 thapsigargin-induced death rescue, ATP luminescence; higher % means a stronger effect. cellular ATP content (survival), % at 20 µM, or EC50 in µM where a hit was titrated. 190,000 tested, under 10 active;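 active means EC50 below 50 µM in the dose-response confirmation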;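 further: death triggered by thapsigargin at about 15 µM added after 2 h compound pretreatment; cell ATP read after overnight thapsigargin exposure of roughly 18 to 22 hours; normalized against plate controls of thapsigargin alone and 5% DMSO vehicle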
TNAP activation fold: human TNAP enzyme activators, primary screen, biochemical, luminescent, no phosphate acceptor, uHTS (AID 1001). one-dose activation fold at 20 µM; EC50 in µM for titrated hits. 200,000 tested, 0.03% active. purified TNAP, luminescent activation assay, no phosphate acceptor; higher activation fold means a stronger effect; in the data active means activation fold from about 3, or a potency from the dose series; inactive means the rest, 99 in 100 with activation fold below about 1.6; further: many of its hits are not listed in these tables
human PMI inhibitors: MPI inhibition at elevated mannose 6-phosphate – biochemical, fluorescence intensity, high mannose 6-phosphate, primary screen (AID 1220) | recombinant PMI enzyme, coupled fluorescence intensity; higher % means a stronger effect | inhibition, % at 20 µM, or IC50 in µM where a hit was titrated | 190,000 tested, 0.66% active
Myeloid diff 2: myeloid differentiation induction; ER-HoxA9 myeloid progenitors, lysozyme-GFP differentiation, flow cytometry; calls only at 10 µM; 360,000 tested, 1% active; AID 624256;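 active means normalized GFP-positive differentiation at or above the plate's own cutoff, the solvent-only control mean plus 3 SD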;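 further: cells exposed to compound for four days before flow analysis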
Myeloid diff 2 GFP+ MAC1+ %: recorded beside Myeloid diff 2, whose call it bears; GFP+ MAC1+ double positive, %; measured here: differentiation confirmed by MAC1 staining
* marks the source's active call; other numbers are inactive results; i = inactive; . = no result given. Unless noted, no stated cut-off is given here; in the data, active means inhibition above about 50%; inactive means the rest.

SMILES	P. falciparum M1AAP	XIAP antagonists	human PMI inhibition	M17LAP inhibition	LYP inhibition	ER stress rescue	TNAP activation fold	human PMI inhibitors	Myeloid diff 2	Myeloid diff 2 GFP+ MAC1+ %
O=C(NCc1ccccc1)N(Cc1nc2ccccc2c(=O)[nH]1)C1CCCC1	16.9%	-3.9%	5.1%	-5.1%	-0.4%	-1.4%	1.1	7.7%	i	0.2
CCOC(=O)c1cc2c(=O)n3ccccc3nc2n(C(C)C)c1=NC(=O)c1c(-c2ccccc2Cl)noc1C	9.3%	-7.1%	-3.8%	1.8%	-0.7%	1.8%	1	7.5%	i	0.0
CN(C)CC/C=C1/c2ccccc2Sc2c(O)cc(Cl)cc21	1.1%	-3.5%	9.7%	13.1%	-2.6%	-3.6%	1	50.0%*	i	0.6
Cc1cc([N+](=O)[O-])ccc1NCc1ccco1	.	2.3%	9.0%	.	-2.5%	-0.1%	1	17.6%	i	0.8
O=C(C1=C[C@@H](c2ccc(Br)cc2)C[C@@H](OCCCCO)O1)N1CCN(Cc2ccccc2)CC1	8.7%	-19.6%	2.5%	-0.6%	-1.3%	1.4%	1	13.2%	i	2.1
O=C(O)c1ccc(N/N=C/c2cc3cc4c(cc3nc2Cl)OCCO4)cc1	8.2%	.	.	0.7%	1.0%	.	.	.	i	1.3
c1ccc(CCSc2nccn2-c2ccccc2)cc1	1.8%	0.9%	3.0%	4.0%	-7.2%	8.7%	1	2.9%	i	0.3
CCCCCCCN=CC1=C(O)CC(c2ccccc2)CC1=O (stereo not drawn)	0.0%	-3.0%	-2.5%	-0.1%	-0.7%	-1.1%	1.1	-7.3%	i	1.1
CCCn1nc(NC(=O)CC(C)C)c2cc3ccccc3nc21	1.8%	-3.6%	11.1%	-13.5%	-4.3%	1.8%	1.2	7.8%	i	1.2
CCC(=O)c1ccc(OCCn2cncn2)cc1	0.7%	-2.8%	-1.1%	-20.2%	2.5%	.	1	-9.2%	i	0.4
N#CCC(=O)NN=C1CCCCCCCCCCC1	-3.1%	-3.5%	0.0%	22.1%	-6.5%	-1.3%	1.1	-5.9%	i	6.1
C=CCn1c(=NC(=O)c2ccco2)sc2cc(C(=O)OCC)ccc21	3.3%	-3.3%	8.1%	3.9%	-6.4%	5.6%	1.1	-2.7%	i	0.5
O=C(Nc1ccc(Cl)cc1F)c1ccc(COc2c(F)c(F)c(F)c(F)c2F)o1	4.6%	1.4%	23.1%	-1.0%	-1.2%	-0.9%	1.1	17.7%	i	0.8
COC(=O)Sc1nc(N2CCOCC2)c2c(c1C#N)CC(C)(C)OC2	2.7%	-7.3%	2.2%	10.4%	-7.8%	5.7%	1.1	8.2%	i	0.6
CCOC(=O)c1cc(NC(=O)c2ccccc2)c(=O)oc1-c1ccccc1	-4.8%	-3.5%	-4.3%	-7.0%	7.4%	2.3%	1	-2.2%	i	0.7
COc1ccc(C(CCN2CCCC2)c2c(O)cc(OC)cc2OC)cc1 (stereo not drawn)	3.4%	.	.	11.2%	-6.6%	.	.	.	i	1.9
CCOC(=O)N1CCc2c(sc3nc[nH]c(=O)c23)C1	1.4%	.	.	-1.3%	-5.0%	.	.	.	i	0.3
O=C(C1CCCO1)N1CCN(c2c3c(nc4cc(-c5ccc(F)cc5)nn24)CCC3)CC1 (stereo not drawn)	10.1%	-2.5%	-0.5%	-1.2%	-4.0%	0.9%	1.1	-1.5%	i	1.2
COC(=O)c1sccc1NC(=O)CC1C(=O)NCCN1C(=O)c1ccccc1 (stereo not drawn)	8.2%	.	.	-0.9%	-2.1%	.	.	.	i	0.7
O=C(NCCc1ccc(Cl)cc1)c1cc(-c2ccncc2)nc2ccccc12	3.4%	.	.	-0.5%	-0.7%	.	.	.	i	0.8
Cn1c(SCC(=O)NCc2ccccc2)nnc1C1CC1	7.2%	-6.3%	-4.2%	14.8%	-13.5%	-1.6%	1.1	-1.2%	i	0.2
N#CN(Cc1ccccc1)Cc1ccccc1	2.1%	.	.	2.0%	-5.8%	.	.	.	i	0.3
O=C1CN(/N=C/c2ccc([N+](=O)[O-])o2)C(=O)N1	18.0%	-1.0%	-10.7%	21.8%	-5.3%	6.3%	1	4.7%	i	2.3
Cc1cc2nc(CSc3ccc(Cl)cc3)cc(=O)n2[nH]1	-2.0%	-5.6%	7.1%	-1.0%	-7.9%	-0.1%	1.1	4.1%	i	0.4
O=C(NCCCN1CCOCC1)c1ccc(N2CCCC2)c([N+](=O)[O-])c1	-0.9%	-1.4%	.	4.8%	-1.2%	0.5%	1	.	i	0.2
O=[N+]([O-])c1cc(-c2nnc(N3CCOCC3)c3ccccc23)ccc1N1CCOCC1	9.3%	-4.9%	10.1%	6.7%	-4.8%	-0.3%	1	7.8%	i	0.2
Cc1ccc(-n2ncc3c(NCc4ccco4)ncnc32)cc1C	-0.1%	-6.0%	-0.9%	-6.3%	6.8%	-0.6%	1	-3.6%	i	0.0
CCOc1ccc(C(=O)NCCCn2ccnc2)cc1	-3.6%	-2.7%	4.5%	2.7%	-7.3%	-2.9%	1.1	-4.5%	i	0.9
CCOC(=O)N1CCN(S(=O)(=O)c2ccc(C)c([N+](=O)[O-])c2)CC1	1.9%	-2.2%	7.9%	3.9%	-8.2%	0.5%	1.1	11.7%	i	0.1
CCc1nc2ccccc2n1CC1CC1(Cl)Cl (stereo not drawn)	-3.0%	-10.4%	4.9%	-1.6%	-9.2%	-1.1%	1	5.1%	i	0.4
O=C(/C=C/c1ccccc1)N(Cc1cccc(Cl)c1)C1CCS(=O)(=O)C1 (stereo not drawn)	-1.7%	.	.	7.9%	0.9%	.	.	.	i	0.6
COc1ccc(C(C)=O)cc1CSc1nnc(Nc2ccccc2C)s1	13.5%	-6.7%	-1.8%	37.4%	2.9%	1.9%	1.3	-2.2%	i	0.2
CCOc1cc(/C=N/NC(N)=S)cc(Br)c1OCc1ccccc1C	2.5%	-9.1%	15.7%	3.4%	3.9%	12.1%	0.9	9.7%	i	0.3
COc1ccc(-c2csc(/C=C/c3ccc4c(c3)OCO4)n2)cc1OC	1.6%	-1.0%	6.2%	0.5%	3.3%	-2.4%	1.2	-1.1%	i	0.8
CSc1ncccc1C(=O)NCCc1ccccc1	-5.3%	-10.0%	-2.1%	1.8%	-3.9%	-2.3%	1	8.6%	i	0.1
O=C(CC1Nc2ccccc2NC1=O)Nc1ccccc1 (stereo not drawn)	8.3%	-4.9%	-5.6%	23.9%	10.5%	-2.8%	1.1	-22.1%	i	0.6
Cc1cnc(C(=O)OCC(=O)NC23CC4CC(CC(C4)C2)C3)cn1	1.9%	-6.6%	12.4%	17.6%	-1.4%	-1.0%	1	6.0%	i	0.7
Cc1ccc(C(=O)Nc2ccc(Cl)cc2C(F)(F)F)c(Cl)c1	6.9%	-3.2%	6.5%	7.0%	-1.1%	0.0%	1.1	-1.3%	i	0.4
CCCNc1cc(C)oc(=O)c1C(=O)CC	5.2%	-3.5%	0.1%	10.2%	-6.9%	-10.3%	1	0.7%	i	0.5
CCCCC[C@H](O)/C=C/[C@@H]1[C@@H](C/C=C\CCCC(=O)O)[C@@H](O)C[C@H]1O	-0.6%	-5.6%	-2.5%	18.8%	-6.2%	-0.4%	1.1	-4.6%	i	1.9
CC(C)NC(=O)COc1ncnc2sccc12	14.0%	-5.4%	3.3%	-2.2%	5.6%	0.4%	1	2.7%	i	7.3
CCc1ccccc1NC(=O)NC1CC2CCC(C1)N2Cc1ccco1 (stereo not drawn)	7.1%	-4.5%	3.9%	-16.7%	-8.6%	2.5%	1.2	2.9%	i	0.7
Nc1nc(-c2c[nH]c3ccccc23)cs1	4.5%	-6.9%	-63.2%	8.3%	-15.5%	0.2%	1	-91.9%	i	1.2
Cc1nnc(SCCOc2ccccc2)s1	-3.8%	-4.2%	-26.8%	-2.3%	-6.6%	-0.6%	1.1	-10.5%	i	0.3
CCCCOC(=O)Nc1ccc(S(=O)(=O)Nn2cnnc2)cc1	-11.0%	-3.7%	0.1%	-1.8%	-10.5%	-2.9%	1.1	-6.6%	i	0.9
COc1ccc(C2Nc3ccccc3C(=O)N2Cc2ccccc2)cc1CN1CCOCC1 (stereo not drawn)	4.3%	.	.	-51.6%	-10.6%	.	.	.	i	0.2
C/C(Cc1ccccc1)=N\NC(=O)CNC(=O)c1ccc(Cl)cc1	-5.2%	.	.	5.5%	-1.3%	.	.	.	i	0.2
O=C(OC(C(=O)NCc1cccs1)c1ccccc1Cl)c1ccco1 (stereo not drawn)	2.7%	-4.1%	-9.3%	6.9%	-6.6%	0.7%	1.1	8.8%	i	1.8
COc1ccccc1NC(=S)NC(=O)/C=C/c1cccs1	8.0%	-2.2%	17.5%	-1.4%	6.7%	-1.5%	1.1	9.9%	i	0.4
CN(C)CCNC(=O)Cn1nc(C(F)F)cc1C1CC1	-6.6%	-0.1%	8.1%	-3.5%	-1.4%	1.0%	1.1	6.2%	i	7.1
COc1ccccc1NC(=S)NNC(=O)c1ccccc1Br	-2.7%	-6.3%	7.1%	6.2%	-5.5%	-2.1%	2.4	2.7%	i	0.1
CS(=O)(=O)Nc1ccc(C(=O)N2CCc3ccccc3C2)cc1	-2.5%	-0.7%	2.9%	-1.3%	-5.4%	0.4%	1	-6.0%	i	0.4
CSc1cccc(CNC(=O)CC2C(=O)NCCN2CC(C)(C)C)c1 (stereo not drawn)	9.6%	-3.1%	11.7%	4.4%	-2.6%	0.2%	1	34.8%	i	0.4
COC(=O)n1c(=O)oc2cc(S(=O)(=O)N3CCOCC3)ccc21	8.2%	1.5%	-2.0%	-4.4%	-7.8%	-2.1%	1.1	-2.3%	i	1.0
O=C(CNS(=O)(=O)c1ccccc1)NCC(=O)OCc1ccccc1F	3.8%	-22.4%	6.6%	6.1%	-5.1%	-1.0%	1.1	8.6%	i	0.6
O=C(NNC(=O)C1CCCN(c2ncccn2)C1)c1ccc(F)cc1 (stereo not drawn)	-0.4%	-0.7%	-0.8%	3.5%	-4.9%	-4.5%	1.1	-7.0%	i	2.5
Cn1c(SCC(=O)N=Nc2c(O)[nH]c3ccccc23)nc2ccccc21	4.6%	-8.3%	3.1%	7.2%	1.4%	-2.3%	1.1	0.2%	.	.
Fc1ccc(C(c2nnnn2Cc2ccccc2)N2CCSCC2)cc1 (stereo not drawn)	1.7%	-4.0%	5.2%	3.3%	-1.8%	-0.1%	1.1	10.1%	i	7.7

Quoted from the listing:
Under P. falciparum M1AAP, `CS(=O)(=O)Nc1ccc(C(=O)N2CCc3ccccc3C2)cc1` is entered as -2.5%
Under human PMI inhibition, `Fc1ccc(C(c2nnnn2Cc2ccccc2)N2CCSCC2)cc1` (stereo not drawn) is entered as 5.2%

Rows are unselected. About 2.7% of those tested had a hit in this group.
